# High-throughput results from PubChem.
# GPR35 arrestin U2OS: GPR35 antagonists blocking zaprinast-driven arrestin recruitment, primary screen, imaging, U2OS, beta-arrestin-GFP, zaprinast agonist (AID 2058) | U2OS GPR35 beta-arrestin-GFP translocation imaging, zaprinast antagonism; higher % means a stronger effect | hit rate 0.052% among 290,000 | one-dose inhibition, % at 10 µM; IC50 in µM for titrated hits;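 active = inhibition of at least 50% with at least 30 cells and total cytoplasm GFP at most 10,000,000; inconclusive = under 30 cells or total GFP of 10,000,000 plus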
# GPR55 beta-arrestin: GPR55 agonists via beta-arrestin recruitment, primary screen, imaging, U2OS cells, beta-arrestin-GFP redistribution (AID 1961). U2OS GPR55 beta-arrestin-GFP redistribution imaging; higher % means a stronger effect. one-dose activation, % at 10 µM; EC50 in µM for titrated hits. hit rate 0.048% among 290,000;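 active = activation above 40% with more than 50 cells counted in the well; inconclusive = wells holding fewer than 50 cells, flagged as toxic or sparse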;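 note: U2OS osteosarcoma cells stably expressing GPR55 and beta-arrestin-GFP; plate controls were DMSO negative control for no effect and LPI positive control for full effect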
# HIV fusion peptide: cell-free HIV fusion peptide-binding blockers – biochemical, uHTS, fluorescence dequenching, primary screen (AID 1986). cell-free peptide binding, fluorescence dequenching, 30 min; higher % means a stronger effect. one-dose inhibition, % at 20 µM; IC50 in µM for titrated hits. hit rate 0.3% among 290,000; in the data active = inhibition mostly above about 52%, no sharp cut-off; inactive = mostly below about 76%; note: some results filed as inactive read as strong as hits
# Myeloid diff 2: myeloid differentiation induction | ER-HoxA9 myeloid progenitors, lysozyme-GFP differentiation, flow cytometry | calls only at 10 µM | hit rate 1% among 360,000 | AID 624256;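 active = normalized GFP-positive differentiation at or above the plate's own cutoff, the solvent-only control mean plus 3 SD; inconclusive = no clear call, values can overlap the other calls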;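 note: cells exposed to compound for four days before flow analysis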
# GPR55 LPI antagonism: GPR55 antagonists blocking LPI-driven arrestin recruitment, primary screen, imaging, U2OS, beta-arrestin-GFP, LPI agonist (AID 2013). one-dose inhibition, % at 10 µM; IC50 in µM for titrated hits. hit rate 0.13% among 290,000. U2OS GPR55 beta-arrestin-GFP translocation imaging, LPI antagonism; higher % means a stronger effect;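 active = spots per cell inhibited over 60%, with over 100 cells counted and total cytoplasm intensity under 500,000; inconclusive = wells with under 100 cells, flagged as likely toxic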;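 note: U2OS cells stably carrying GPR55 and arrestin-GFP stimulated by 5 µM LPI near EC80; imaged beta-arrestin-GFP aggregate spots per cell after agonist stimulation; plate controls were LPI-stimulated DMSO wells for no effect and DMSO wells without LPI for full effect; some results filed as inactive read as strong as hits; confirmed hits need IC50 under 10 µM and bright autofluorescent wells are also inconclusive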
# NOD2 inhibition: inhibition of NOD2-driven NF-kB reporter – cell-based, luminescence, uHTS, HEK293 (AID 1566); HEK293 NOD2/NF-kB luciferase reporter, luminescence; higher % means a stronger effect; hit rate 0.63% among 290,000; inhibition, % at 4 µM; hits with a dose series show EC50 in µM; note: many of its hits are not listed in these tables
# KOR beta-arrestin-1: kappa opioid receptor activators – cell-based, luminescence, uHTS, primary screen (AID 1777); KOR beta-arrestin recruitment, luminescence; higher % means a stronger effect; one-dose activation, % at 10 µM; EC50 in µM for titrated hits; hit rate 0.02% among 280,000; in the data active = activation above about 50%, passing the limit was not always enough; note: a part of the inactive calls stands beside numbers as strong as those of hits
# NOD1 inhibition: NOD1 signaling inhibitors, primary screen, cell-based, luminescence, uHTS (AID 1578); NOD1-driven NF-kB luciferase reporter cells, luminescence; higher % means a stronger effect; hit rate 1% among 290,000; one-dose inhibition, % at 4 µM; EC50 in µM for titrated hits; in the data active = inhibition mostly above about 36%, no sharp cut-off; inactive = mostly below about 34%;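 note: HEK-293T reporter cells stimulated with the NOD1 agonist gamma-tri-DAP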
# KOR beta-arrestin-2: KOR antagonists, beta-arrestin recruitment, cell-based, luminescence, uHTS (AID 1778); KOR beta-arrestin recruitment, luminescence, antagonist mode; higher % means a stronger effect; inhibition, % at 10 µM, or IC50 in µM where a hit was titrated; hit rate 0.091% among 290,000; note: strong numbers were not always called active
# Myeloid diff 2 GFP+ MAC1+ %: recorded beside Myeloid diff 2, whose call it bears; GFP+ MAC1+ double positive, %; measured here: differentiation confirmed by MAC1 staining
# * = called active by the depositor; i = inactive; ? = inconclusive; nt = no result given; [ ] = dose if it differs, or a comment. Cut-off read from the data, not from the text of the source, unless noted: active = inhibition above about 50%; inactive = the rest. The list is partial (hit frequency here may not be typical).
smiles	GPR35 arrestin U2OS	GPR55 beta-arrestin	HIV fusion peptide	Myeloid diff 2	Myeloid diff 2 GFP+ MAC1+ %	GPR55 LPI antagonism	NOD2 inhibition	KOR beta-arrestin-1	NOD1 inhibition	KOR beta-arrestin-2
OCCNc1nc2ccc(Cl)cc2[nH]1	-19%	0.5%	-0.4%	i	1.1	-11%	-6%	-2.8%	-8%	-20%
CN(Cc1cccc(F)c1)C(=O)c1ccc2c(=O)n3c(nc2c1)CCC3	-6%	-0.1%	-0.7%	nt	nt	25%	8%	-4.4%	-5%	48%
CCn1nc(C)c(CN2CCC(C(=O)Nc3cccc(-c4cccc(Cl)c4)c3)CC2)c1C	12%	0.0%	-0.9%	i	6.1	11%	3%	-0.6%	-28%	-14%
O=C(Cn1nc(C(=O)O)c2ccccc2c1=O)NCC1CCCO1 (centres undefined)	2%	0.6%	1.9%	i	1.2	-8%	-5%	-2.8%	-14%	-20%
COc1ccc(Cn2c(C)nc3oc4cc(OC)ccc4c(=O)c3c2=O)cc1	-10%	-0.2%	-2.2%	i	1.3	7%	7%	-3.6%	-13%	4%
O=C(O)c1cc2ccccc2c(=O)s1	2%	0.5%	0.8%	i	1.4	6%	-3%	7.8%	-4%	-29%
CCCS(=O)(=O)NCCc1cc2c(C)ccc(C)c2[nH]c1=O	-5%	-0.4%	-0.8%	i	3.4	74%	11%	-5.8%	-34%	-11%
COc1ccc(S(=O)(=O)Cc2ccc(C(=O)N3CCN(C4CCCCC4)CC3)o2)cc1	8%	-0.1%	-0.2%	i	2.0	1%	3%	-3.7%	-5%	-4%
O=C(NCc1cccs1)C1CCN(S(=O)(=O)c2cccc([N+](=O)[O-])c2)CC1	-13%	0.0%	2.6%	i	1.7	5%	32%	2.5%	0%	-27%
CCn1c(=O)c2sccc2n2c(CCCC(=O)NC3CCN(Cc4ccccc4)CC3)nnc12	13%	-0.1%	1.3%	i	0.0	23%	1%	-0.6%	-21%	-6%
CC/C(=N/Nc1cccc(C)c1)c1cnnc(SC)n1	8%	0.5%	42%	i	0.4	12%	2%	-0.9%	-13%	-13%
O=C(O)c1cccnc1SC1CC(=O)N(c2cccc3ccccc23)C1=O (centres undefined)	-6%	0.7%	0.9%	nt	nt	9%	13%	-4.1%	-10%	-13%
COc1ccc(-c2noc(CN3CCCCC3c3nccn3C)n2)cc1 (centres undefined)	8%	-0.1%	0.6%	i	0.1	0%	-12%	nt	-34%	22%[20 µM]
COC(=O)c1ccc(C(=O)Nc2cc(Cl)ccc2Cl)cc1NC(=O)c1ccccc1C	-6%	-0.3%	-1.3%	i	0.8	-6%	9%	5.2%	-35%	0%
COC(=O)c1ccccc1NC(=O)CSc1nnc(-c2ccc(C)cc2)o1	7%	-0.2%	0.0%	nt	nt	0%	18%	-6.1%	-16%	15%
O=C(NCC(=O)N1CCN(c2ncc(C(F)(F)F)cc2Cl)CC1)c1ccc(Br)o1	15%	-0.1%	0.4%	i	6.4	3%	17%	-1.7%	-25%	-4%
Cc1ccc2cc(CN(C(=O)c3ccncc3)C(C)C)c(=O)[nH]c2c1	2%	-0.1%	0.0%	i	1.9	-1%	11%	-0.9%	11%	6%
O=C(CN(c1cc(Cl)ccc1Cl)S(=O)(=O)c1ccccc1)N1CCOCC1	-8%	-0.2%	0.0%	nt	nt	11%	-12%	-2.4%	-4%	21%
Cc1cccc(NC(=O)CCC(=O)Nc2nnc(C3CCCCC3)s2)c1	-7%	-0.1%	-0.7%	?	nt	-12%	8%	5.4%	-11%	-25%
C=CCNC(=O)[C@H]1N2C(=O)c3ccccc3C2SC1(C)C (some centres undefined)	-3%	-0.1%	0.7%	i	0.5	8%	9%	-3.6%	1%	-13%
CCOC(=O)c1ccc(CSc2nnc(C)n2N)o1	-12%	0.1%	1.2%	i	0.5	15%	4%	0.2%	0%	-38%
COc1ccc(Cl)cc1-c1nc(SCC(=O)NCCN2C(=O)CSC2=O)n[nH]1	-2%	1.1%	-1.6%	i	0.3	3%	17%	0.7%	25%	-9%
COc1cccc(CN(C)CC(=O)Nc2c(C)cccc2C(C)C)c1	-17%	0.1%	-0.3%	i	0.1	-4%	-10%	-1.4%	-15%	1%
O=C(NC1CCCC1)[C@@H]1CSC2c3ccccc3C(=O)N21 (some centres undefined)	-14%	-0.2%	-0.4%	i	3.4	6%	10%	-4.9%	0%	0%
CC(C)NS(=O)(=O)c1ccc(OCC(=O)Nc2cccc3ccccc23)cc1	6%	-0.2%	-0.9%	i	7.5	-6%	16%	-6.1%	11%	-1%

# Brought forward from above: two entries; new compounds follow.
smiles	GPR35 arrestin U2OS	GPR55 beta-arrestin	HIV fusion peptide	Myeloid diff 2	Myeloid diff 2 GFP+ MAC1+ %	GPR55 LPI antagonism	NOD2 inhibition	KOR beta-arrestin-1	NOD1 inhibition	KOR beta-arrestin-2
O=C(NC1CCCC1)[C@@H]1CSC2c3ccccc3C(=O)N21 (some centres undefined)	-14%	-0.2%	-0.4%	i	3.4	6%	10%	-4.9%	0%	0%
CC(C)NS(=O)(=O)c1ccc(OCC(=O)Nc2cccc3ccccc23)cc1	6%	-0.2%	-0.9%	i	7.5	-6%	16%	-6.1%	11%	-1%
CCCc1n[nH]c(=S)n1Cc1ccco1	12%	0.0%	-2.9%	i	0.4	-3%	-2%	nt	2%	19%
Cc1cnc(C(=O)Nc2ccc(N3CCCCC3)cc2)cn1	-5%	0.0%	-3.5%	i	0.3	2%	-63%	-1.5%	-34%	17%
CC1(C)CC(=O)C2=C(C1)N1C(=C(C#N)C2c2ccccc2Cl)N=C(N)c2ccccc21 (centres undefined)	4%	1.1%	25%	i	0.2	22%	3%	-1.5%	-36%	13%
O=C(NCCc1cccs1)C12CN(Cc3ccccc3)CC1C(c1cccc([N+](=O)[O-])c1)=NO2 (centres undefined)	-16%	0.1%	-0.6%	i	0.6	-1%	-8%	-0.7%	6%	-27%
COc1cc(C(=S)N2CCCC2)ccc1O	11%	-0.2%	-1.6%	i	0.2	9%	-3%	-4.0%	-7%	-23%
COc1cccc(C2OC(=O)c3ccccc3N2C(C)=O)c1OC(C)=O (centres undefined)	15%	0.2%	-0.9%	i	0.8	5%	-10%	nt	-14%	9%
O=C(c1ccco1)N1CCCN(Cc2cn[nH]c2-c2ccc(-c3ccccc3)cc2)CC1	-13%	-0.1%	0.0%	i	0.3	8%	-23%	-5.0%	-34%	-26%[20 µM]
CN(N)c1nc(-c2ccccc2)nnc1C(F)(F)F	8%	0.0%	1.7%	i	0.9	10%	12%	0.7%	-10%	-15%
COc1cccc(NC(=O)CC2SC(=Nc3ccccc3)NC2=O)c1 (centres undefined)	4%	-0.2%	-1.7%	i	0.8	-2%	13%	5.3%	1%	-47%
CC(C)OC(=O)CCCNc1ccc([N+](=O)[O-])cc1[N+](=O)[O-]	-6%	0.1%	1.2%	i	0.9	5%	14%	-1.1%	-23%	-6%
CC(=O)c1ccc(N2C(=NC(=O)C(C)C)SC3CS(=O)(=O)CC32)cc1 (centres undefined)	-4%	-0.2%	-0.4%	i	2.8	-8%	7%	0.6%	-25%	-28%
CCOc1ccc(NC(=O)C(C)Sc2nccn2C)cc1 (centres undefined)	0%	0.3%	-0.7%	i	1.1	-4%	9%	-1.8%	-1%	1%
COc1ccc(S(=O)(=O)Nc2cccc(N(C)S(C)(=O)=O)c2)cc1Br	-3%	-0.3%	1.4%	i	0.4	0%	9%	0.4%	28%	20%
Cc1cc(NC(=O)c2cccc(S(=O)(=O)N(C)C)c2)n(-c2ccccn2)n1	-6%	-0.1%	0.0%	i	0.9	-3%	15%	6.7%	-24%	-57%
Cc1cc(=O)[nH]c(N/N=C/c2ccc(Br)s2)n1	-3%	0.0%	-1.8%	i	0.4	6%	24%	2.2%	3%	4%
COc1ccc(S(=O)(=O)NCC(=O)N(CC(=O)NCc2ccco2)C2CCCC2)cc1	-6%	0.2%	0.0%	i	2.6	-16%	14%	-4.3%	-20%	-37%
CCN(CC)CCNC(=O)CCN1N=C(c2ccccc2)CCC1=O	-9%	-0.2%	-3.0%	i	0.7	-1%	2%	-3.1%	-2%	12%
COc1ccc(C(=O)NC(=S)Nc2ccc(Cc3ccncc3)cc2)cc1	-18%	0.1%	2.0%	i	0.2	-8%	-12%	-4.7%	23%	-43%
S=C(NCC1CCCO1)NC1CCCCC1 (centres undefined)	10%	-0.1%	-1.8%	i	0.3	20%	-25%	nt	17%	14%[20 µM]
O=C(CSC1CC(=O)N(CCc2ccccc2)C1=O)Nc1ccc(Br)cc1 (centres undefined)	3%	-0.1%	1.6%	i	0.9	6%	-12%	-1.7%	-8%	19%
O=C(COC(=O)CCC(=O)c1ccc(Cl)cc1)NC1CC1	6%	0.6%	-0.2%	i	0.5	9%	19%	-0.6%	-25%	16%
COc1cc(C(=O)O/N=C2/C=CC(=O)C(C)=C2C)cc(OC)c1OC	15%	-0.1%	-2.4%	i	0.2	-10%	20%	-1.6%	37%	25%
C=C(C)CSc1cc(C)nc2c(-c3ccccc3)c(C)nn12	-10%	0.3%	-0.1%	i	0.3	-23%	14%	-0.7%	-3%	14%
COc1ccccc1OCCn1nnc2ccccc21	-1%	-0.2%	-0.9%	nt	nt	-10%	-18%	-5.6%	-16%	10%
Cc1ccc(NCc2nc3ccccc3n2CCOc2ccccc2)cc1	-8%	0.0%	-0.8%	i	0.9	5%	-73%	19%	53%	-26%

# Four compounds drawn at random from the list so far, as already listed:
smiles	GPR35 arrestin U2OS	GPR55 beta-arrestin	HIV fusion peptide	Myeloid diff 2	Myeloid diff 2 GFP+ MAC1+ %	GPR55 LPI antagonism	NOD2 inhibition	KOR beta-arrestin-1	NOD1 inhibition	KOR beta-arrestin-2
CCOc1ccc(NC(=O)C(C)Sc2nccn2C)cc1 (centres undefined)	0%	0.3%	-0.7%	i	1.1	-4%	9%	-1.8%	-1%	1%
COc1cccc(CN(C)CC(=O)Nc2c(C)cccc2C(C)C)c1	-17%	0.1%	-0.3%	i	0.1	-4%	-10%	-1.4%	-15%	1%
O=C(NCc1cccs1)C1CCN(S(=O)(=O)c2cccc([N+](=O)[O-])c2)CC1	-13%	0.0%	2.6%	i	1.7	5%	32%	2.5%	0%	-27%
COc1cc(C(=S)N2CCCC2)ccc1O	11%	-0.2%	-1.6%	i	0.2	9%	-3%	-4.0%	-7%	-23%
